# FBA Mtb inh – inhibits M. tuberculosis FBA enzyme | P9WQA3 | inhibition, % at 1 µM | purified M. tuberculosis FBA, fluorescence read-out | 2.3% of 360,000 active; in the data active = inhibition above about 27%;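 also: 0% = vehicle and 100% = reference inhibitor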
# Target sequence (P9WQA3 whole entry, looked up): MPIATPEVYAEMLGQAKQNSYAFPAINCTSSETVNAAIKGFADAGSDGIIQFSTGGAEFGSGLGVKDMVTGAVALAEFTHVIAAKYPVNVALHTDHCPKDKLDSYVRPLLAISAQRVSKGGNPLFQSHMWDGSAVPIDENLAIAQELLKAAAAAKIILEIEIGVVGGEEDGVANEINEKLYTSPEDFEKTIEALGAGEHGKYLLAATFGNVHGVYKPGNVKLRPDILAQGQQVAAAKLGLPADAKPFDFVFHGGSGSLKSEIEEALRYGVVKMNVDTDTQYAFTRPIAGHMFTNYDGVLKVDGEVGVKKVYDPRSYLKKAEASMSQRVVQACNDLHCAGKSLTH
# Mtb UGM inh – blocks M. tuberculosis UGM enzyme; P9WIQ1; 0.06% of 320,000 active; purified UGM, fluorescence polarization probe displacement; inhibition, % at 10 µM; in the data active = inhibition above about 10%, passing the limit was not always enough; inconclusive = no clear call, values can overlap the other calls
# Target sequence (P9WIQ1 whole entry, looked up): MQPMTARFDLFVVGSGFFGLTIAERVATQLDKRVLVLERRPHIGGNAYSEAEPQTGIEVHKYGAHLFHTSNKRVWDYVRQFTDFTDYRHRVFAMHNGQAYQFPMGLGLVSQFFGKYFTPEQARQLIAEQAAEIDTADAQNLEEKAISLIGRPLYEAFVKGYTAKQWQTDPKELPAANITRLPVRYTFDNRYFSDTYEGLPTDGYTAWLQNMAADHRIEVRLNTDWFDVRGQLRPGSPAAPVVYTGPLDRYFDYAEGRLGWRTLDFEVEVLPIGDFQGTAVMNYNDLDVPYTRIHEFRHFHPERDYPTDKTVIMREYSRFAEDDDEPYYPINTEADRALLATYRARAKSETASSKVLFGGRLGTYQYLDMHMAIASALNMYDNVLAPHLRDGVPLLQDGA
# TcdB GH inh – blocks C. difficile toxin B glycohydrolase activity; P18177; TcdB glycohydrolase enzymatic assay, plate reader; inhibition, % at 9.99 µM; 0.24% of 350,000 active; AID 652162; in the data active = inhibition above about 10%
# BH1578 lux ind – induces V. cholerae light production without autoinducers | 0.16% of 350,000 active | V. cholerae BH1578 lux reporter, luminescence, 6 h | activation, % at 18.7 µM; in the data active = activation mostly above about 9.7%, no sharp cut-off; inconclusive = no clear call, values can overlap the other calls; inactive = mostly below about 3.7%; also: not every result past the cut was called active; inactives centre near 0; reference of the scale not given here
# PfHsp40 rescue – rescue of PfHsp40-mediated yeast toxicity | growth rescue, % at 12.5 µM | S. cerevisiae expressing PfHsp40, growth rescue, ATP luminescence | 0.68% of 340,000 active; in the data active = growth rescue above about 28%, passing the limit was not always enough; inconclusive = no clear call, values can overlap the other calls;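 also: yeast W303a lacking pdr1 and pdr3 grown in galactose medium; growth measured after three days at 30 °C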
# Y pestis TopoI – blocks Yersinia pestis topoisomerase I activity | 0.064% of 360,000 active | AID 504884 | Y. pestis Topo-I cleavage product accumulation, plate reader | activity, % at 10 µM; in the data active = activity above about 50%, passing the limit was not always enough; inconclusive = no clear call, values can overlap the other calls; also: inactives centre near 2
# GDH-TPI inh – inhibits GDH-TPI coupling enzymes, artifact for Mtb FBA screen; 1.2% of 360,000 active; GDH-TPI coupled enzyme counterscreen, NADH absorbance; inhibition, % at 4.8 µM; in the data active = inhibition above about 30%;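 also: 0% = DMSO wells and 100% = wells lacking the enzyme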
# FadD28 FP inh – inhibitors of Mycobacterium tuberculosis FadD28 bisubstrate binding | 0.22% of 360,000 active | inhibition, % at 12.5 µM | FadD28 bisubstrate probe binding, fluorescence polarization; in the data active = inhibition above about 8.5%, passing the limit was not always enough; inconclusive = no clear call, values can overlap the other calls
# Mtb BioA inh – BioA (M. tuberculosis) enzyme inhibition; purified M. tuberculosis BioA enzyme, plate reader; inhibition, % at 9.99 µM; 0.096% of 360,000 active; AID 602481; in the data active = inhibition above about 40%; inconclusive = no clear call, values can overlap the other calls
# An asterisk follows results filed as active; i = inactive; ? = inconclusive; . = no result given.
# Values run as follows: FBA Mtb inh, Mtb UGM inh, TcdB GH inh, BH1578 lux ind, PfHsp40 rescue, Y pestis TopoI, GDH-TPI inh, FadD28 FP inh, Mtb BioA inh
Cc1ccnc(NC(=O)CNC(=O)c2cccs2)c1
  0, 2.1, 1.4, i, -0.5, 2, -1, -0.5, -0.4
O=C(Cn1nnc(-c2ccc(S(=O)(=O)N3CCCC3)cc2)n1)NCC1CCCO1 (centres undefined)
  1, -0.9, ., -2.4, 0.2, 4, 6, -0.3, 0.1
CC(C)N(Cc1nc(-c2ccc(Cl)cc2)no1)Cc1nccn1C
  -1, -2.3, 1.5, i, 0.1, 12, -10, -5.5, -1.8
Cc1cc(C)c(O)c(-c2cc(C(=O)Nc3ccc(S(=O)(=O)N4CCOCC4)cc3)[nH]n2)c1
  1, -0.6, ., i, 1.1, -2, 14, -1.5, 3.4
COCCCN(C(=O)c1ccc(N2CCCC2=O)cc1)c1c(N)n(Cc2ccccc2)c(=O)[nH]c1=O
  1, -0.3, 1.8, -1.1, -1.1, -3, -9, -2.1, 0.1
CCOC(=O)c1[nH]c2ccccc2c1NC(=O)C(CC)CC
  16, 1.7, 0.3, -0.3, -0.9, -1, 14, -1.5, -4.7
O=C(CCNC(=O)c1ccco1)Nc1ccccc1N1CCOCC1
  0, -1.6, 1.9, -0.3, -0.9, 1, -6, -3.7, .
O=C(COC(=O)c1ccc([N+](=O)[O-])o1)Nc1ccc(Br)cc1F
  1, 3.2, 1.1, i, ?, 0, 8, 0.8, 0.0
CSCCC(NC(=O)c1ccc([N+](=O)[O-])cc1Cl)C(=O)OCC(=O)NC1CCCC(C)C1C (centres undefined)
  3, -3.1, 0.2, i, 0.4, 3, -4, -3.3, .
COC(=O)C1=C(c2ccc(-c3ccccc3)c(F)c2)C[C@@H]2CC[C@H]1N2C(=O)N1CCCC1
  1, 4.7, 0.2, -9.5, 29*, 37, -9, -7.2, 2.4
Cc1ccc(S(=O)(=O)c2nc(S(=O)(=O)CCO)sc2N2CCOCC2)cc1
  1, 0.4, 0.6, -0.2, 1.4, 8, 5, -1.3, 1.8
COc1ccc(CC(=O)Nc2c3c(nn2-c2cccc(C)c2C)CS(=O)(=O)C3)cc1
  1, 1.1, ., -0.2, -0.9, 8, -11, -0.9, .
CN(C(=O)n1cnc2ccccc21)c1ccccc1
  -6, -3.2, ., -0.2, 0.6, -4, -7, -2.7, .
Cc1c(Cl)cccc1NC(=S)NC1CCCC1
  -1, -3.1, 1.4, 0.9, 2.2, 4, -3, -3.3, 0.2
CCn1cc(CCC(=O)NCCN2CCOCC2)c2ccccc21
  4, 0.4, -1.0, 0.6, -0.7, -11, 10, -1.5, -0.2
O=C(c1ccco1)N1CCc2ccccc21
  3, -0.8, 2.1, i, -0.3, -3, 3, -2.9, .
CCOC(=O)c1csc(Nc2nc3ccc(F)cc3s2)n1
  -7, 0.3, ., 2.9, 0.4, 10, 10, -4.3, 1.3
CCCCN1CC(COCc2ccccc2)Oc2cccc(OCCN3C(=O)[C@@H]4[C@H](C3=O)C3C=C[C@H]4C3)c2S1(=O)=O (some centres undefined)
  -2, ., -4.7, i, -0.1, 15, -1, -1.9, -0.2
O=C(O)COc1cccc2nsnc12
  7, 2.3, ., -0.4, 0.1, 3, 10, 2.7, -1.1
COC(=O)C(CCSC)NC(=O)CNS(=O)(=O)c1ccc(Cl)cc1 (centres undefined)
  0, 0.2, ., i, 0.9, 0, 3, -2.2, 1.5
COc1ccc(-c2noc3c2-c2nc(-c4ccccc4)sc2CC3)cc1
  1, 0.4, 1.0, i, 0.7, 2, 7, -3.3, -1.7
C=CCn1nnc2sc3c(c2c1=O)CCC(C)C3 (centres undefined)
  3, 0.3, ., i, 1.0, 6, 20, -0.8, .
Clc1c(-c2ccccc2)nnn1-c1ccccc1
  1, 0.4, 1.5, -0.2, -1.2, -1, -1, -0.9, 1.4
CCC(C)c1ccc(NC(=O)c2[nH]c(C)c(C(C)=O)c2C)cc1 (centres undefined)
  9, 1.3, 1.2, i, -1.5, 3, 2, -0.2, -2.7
COc1ccc2[nH]c3c(c2c1)CCN1C(=O)C(CC(=O)NC(C)(C)C)C[C@H](C(=O)N2CCCCC2)[C@@]31CCc1ccccc1 (some centres undefined)
  -1, ., 1.1, -1.0, 0.1, 32, -7, -2.2, 0.3
Cc1ccc(/C=c2\sc3nc(-c4ccco4)nn3c2=O)o1
  -2, 1.9, ., i, -2.8, -9, 40*, 0.8, -6.9
C=CCN1C(=O)/C(=C/c2ccc3c(c2)CCCN3CCC)C(=O)NC1=S
  6, -1.6, ., 1.4, 0.2, -4, 23, 1.7, 2.6
COc1cccc(C(=O)Nc2ccccc2C(=O)N2CCCC2)c1
  4, 1.1, ., 1.0, -1.1, -9, -16, -1.6, -1.2
Cc1cc2nc(NC(=O)C3(C)CCN(C)C3)[nH]c2cc1C (centres undefined)
  0, ., 0.3, -0.2, ., 3, 7, -0.2, -0.8
CC(C)c1ccc(/C=C(\NC(=O)c2ccccc2)C(=O)NCCN2CCOCC2)cc1
  -1, 1.9, 0.1, -0.4, -1.3, 6, 7, 0.6, -0.8
CC1(C)CC(=O)C(CC(=O)NC2CCCc3ccccc32)C(=O)C1 (centres undefined)
  0, -1.2, -26, -0.4, -1.7, 2, -5, -0.1, .
CN(c1ccc(C(=O)COC(=O)C2CC2)cc1)S(C)(=O)=O
  2, 5.3, 0.4, i, 0.2, -3, 4, -0.2, -2.3
COc1ccc(-c2nnn(Cc3nc(N)nc(N4CCCCC4)n3)n2)cc1
  7, 1.3, ., i, -0.2, 12, 9, 0.1, -0.7
CCCNC(=O)Cn1c(=O)cnc2ccccc21
  4, -1.0, ., -0.2, 0.0, -8, 5, -0.7, .
O=C(NCC(c1cccnc1)N1CCN(c2ccccc2F)CC1)C1CCCCC1 (centres undefined)
  0, -3.5, ., i, -1.1, -12, -7, -1.9, -0.9
Cc1cc(C)c2[nH]c(C)c(CN3CCCCCC3)c(=O)c2c1
  4, 1.7, 0.5, i, 0.4, -4, 5, -3.3, 1.6
O=C(Cn1cnc2ccccc2c1=O)Nc1ccc2c(c1)OCO2
  -1, 3.1, -0.8, -3.8, -1.2, 3, -7, -3.9, -0.8
COC(=O)c1ccc(CSc2nc3ccc(C)cc3[nH]2)o1
  1, -3.7, ., -0.3, -0.5, 0, -3, -3.9, 2.3
CC(=O)N1CCc2cc(S(=O)(=O)NC3CCCCC3)ccc21
  2, -0.9, 1.7, -0.6, 1.2, 4, -6, -2.3, -1.7
CCOCCCNC(=O)c1ccc(N2CCCC2)c(NS(=O)(=O)c2ccc(C)cc2)c1
  2, 1.1, -4.7, 0.1, -0.7, 7, 4, -1.9, .

# Grouped by structure, the compounds so far with two or more sulfur atoms.
# Values run as follows: FBA Mtb inh, Mtb UGM inh, TcdB GH inh, BH1578 lux ind, PfHsp40 rescue, Y pestis TopoI, GDH-TPI inh, FadD28 FP inh, Mtb BioA inh
Cc1ccc(S(=O)(=O)c2nc(S(=O)(=O)CCO)sc2N2CCOCC2)cc1
  1, 0.4, 0.6, -0.2, 1.4, 8, 5, -1.3, 1.8
CCOC(=O)c1csc(Nc2nc3ccc(F)cc3s2)n1
  -7, 0.3, ., 2.9, 0.4, 10, 10, -4.3, 1.3
COC(=O)C(CCSC)NC(=O)CNS(=O)(=O)c1ccc(Cl)cc1 (centres undefined)
  0, 0.2, ., i, 0.9, 0, 3, -2.2, 1.5

# Next results:
# Values run as follows: FBA Mtb inh, Mtb UGM inh, TcdB GH inh, BH1578 lux ind, PfHsp40 rescue, Y pestis TopoI, GDH-TPI inh, FadD28 FP inh, Mtb BioA inh
C=CCOc1ccc(/C=C/C(=O)OCC(=O)Nc2c(C)n(C)n(-c3ccccc3)c2=O)cc1
  -5, 2.5, 2.1, -2.9, 0.1, 10, 9, -2.9, .
O=C(CCN1C(=O)C2CC=C(Cl)CC2C1=O)Nc1ccccc1O (centres undefined)
  -1, 2.1, ., -0.1, -1.1, 4, 14, 0.5, -0.3
Cc1ccc(S(=O)(=O)Nc2cccc(NC(=O)CN3CCCCC3)c2)cc1
  -3, 3.3, ., -1.8, 1.8, 2, 9, -2.7, -0.7
S=P(NCCNP(=S)(N1CC1)N1CC1)(N1CC1)N1CC1
  1, ., 1.2, -4.3, -1.5, 4, 9, -6.8, -0.8
CN(C)CCCNCCCNC(=O)/C(=N\O)c1ccccc1
  3, 4.0, 1.2, -0.2, -1.2, -20, 21, 0.7, -2.1
CCOC(=O)c1cccc(NC(=O)/C=C/c2ccc([N+](=O)[O-])cc2)c1
  0, 2.2, 0.3, -0.3, -1.1, -19, 10, -4.4, .
O=C(/C=C/c1ccc(F)cc1)c1cc(Br)ccc1O
  0, 0.3, 0.7, i, 13, 2, -1, -1.9, 1.5
Cc1ccc(NS(=O)(=O)c2cc3[nH]c(=O)c(=O)[nH]c3cc2C)c(C)c1
  3, -5.0, 1.5, -0.2, -1.7, -8, 22, -8.1, 0.0
CC1CCCC(C)N1C(=O)COC(=O)Cc1ccc(F)cc1 (centres undefined)
  3, 0.1, 1.3, i, 0.9, 2, 1, ., -1.1
CCOC(=O)Cn1c(C)c(Br)c(=O)c2cccc(C)c21
  -3, 1.0, ., i, 0.4, 10, 2, -2.2, -0.7
O=C(N/N=C/c1ccc(N2CCOCC2)cc1)C1COc2ccccc2O1 (centres undefined)
  38*, 2.0, -0.3, i, 0.9, -6, 15, -1.6, .
CSCCCNC(=S)Nc1cccc(S(=O)(=O)NC2=NCCC2)c1
  -1, -1.6, 7.5, -0.3, 0.4, 3, -6, -4.6, .
O=C(COC(=O)CCOc1ccccc1)Nc1ccc(Cl)cn1
  -1, -0.2, ., i, 0.3, 7, 6, -1.6, -1.2
CCc1ccccc1Nc1nc(N)nc(COC(=O)CCC(=O)c2ccc(F)cc2)n1
  -1, 0.9, 1.0, i, -0.8, 9, 3, -3.9, -2.3
O=S(=O)(NCC1OCCc2ccccc21)c1ccc(S(=O)(=O)N2CCOCC2)cc1 (centres undefined)
  2, 2.1, ., -24, -1.6, -3, 13, -1.9, -0.2
COc1cc2[nH]c(=S)nc(NCC3CCCO3)c2cc1OC (centres undefined)
  75*, 3.7, 4.5, i, -1.6, 12, 22, -3.2, 3.3
CCCCn1nc(C(=O)N(C)CC(=O)Nc2cccc(F)c2)c2ccccc2c1=O
  -2, ., 0.1, -1.0, 1.0, 0, -1, -3.9, 7.2
O=C(Nc1cccc(Cl)c1)c1cc2c(=O)n3ccccc3nc2s1
  4, -1.7, -0.8, -1.1, -0.6, 4, 5, -2.0, 0.5
COc1ccc(/C=N/Nc2ccccn2)c(OC)c1OC
  -4, -1.4, -11, -0.7, 1.0, 6, 20, -2.6, .
O=C(Nc1cc(C(F)(F)F)ccc1-n1cncn1)c1ccc(Cl)cc1
  3, -1.1, ., -0.3, 2.9, 0, -2, 0.2, 0.6
CCCc1ccc(OCc2ccc(C(=O)OC)o2)c(OC)c1
  2, -5.0, 0.5, i, 1.1, 6, -3, -0.5, .
O=C(CSc1oc(-c2cccs2)nc1S(=O)(=O)c1ccc(F)cc1)NCC1CCCO1 (centres undefined)
  1, -4.0, 5.6, -0.2, -0.5, -2, 1, -0.3, -2.5
Cc1cc(C)c(-c2cc(NC(=O)COC(=O)c3ccc(C#N)cc3)n(-c3ccccc3)n2)cc1C
  -1, -0.9, 0.7, i, -0.9, -2, -3, -1.9, -1.4
Cc1ccc(OC(C)C(=O)Nc2ccc3c(c2)n(C)c(=O)n3C)cc1C (centres undefined)
  2, 5.9, -0.8, -0.4, 0.9, 12, 16, 1.1, 1.0
N#CCSc1nnc(-c2ccc(S(=O)(=O)N3CCOCC3)cc2)n1CC1CCCO1 (centres undefined)
  2, 3.2, ., i, -1.0, 2, 8, -1.4, -0.7
CC(C)CNc1cc(N2CCCC2)ccc1[N+](=O)[O-]
  -12, 1.1, 0.1, -2.0, -0.1, 8, 6, -1.5, -1.0
COc1ccc2nc(NC(=O)C3=NN(c4ccccc4)C(=O)CC3)sc2c1
  2, -0.4, -0.2, i, 1.0, 0, 19, 1.7, .
COc1ccc2[nH]c(=O)c(CN(CC3CCCO3)C(=S)Nc3ccccc3)cc2c1 (centres undefined)
  16, -0.6, 1.0, -0.4, -0.1, 9, 5, -3.9, .
